# STEP block – blocks human striatal-enriched tyrosine phosphatase | P54829 | 360,000 tested, 0.25% active | inhibition, % at 20 µM | recombinant STEP, OMFP fluorogenic substrate, fluorescence;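 active means inhibition at 20 µM, scaled per plate between control wells, above about 37%, limit read from the data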;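 further: 0% = DMSO with enzyme and substrate and 100% = substrate only without enzyme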
# Target sequence (P54829 whole entry, looked up): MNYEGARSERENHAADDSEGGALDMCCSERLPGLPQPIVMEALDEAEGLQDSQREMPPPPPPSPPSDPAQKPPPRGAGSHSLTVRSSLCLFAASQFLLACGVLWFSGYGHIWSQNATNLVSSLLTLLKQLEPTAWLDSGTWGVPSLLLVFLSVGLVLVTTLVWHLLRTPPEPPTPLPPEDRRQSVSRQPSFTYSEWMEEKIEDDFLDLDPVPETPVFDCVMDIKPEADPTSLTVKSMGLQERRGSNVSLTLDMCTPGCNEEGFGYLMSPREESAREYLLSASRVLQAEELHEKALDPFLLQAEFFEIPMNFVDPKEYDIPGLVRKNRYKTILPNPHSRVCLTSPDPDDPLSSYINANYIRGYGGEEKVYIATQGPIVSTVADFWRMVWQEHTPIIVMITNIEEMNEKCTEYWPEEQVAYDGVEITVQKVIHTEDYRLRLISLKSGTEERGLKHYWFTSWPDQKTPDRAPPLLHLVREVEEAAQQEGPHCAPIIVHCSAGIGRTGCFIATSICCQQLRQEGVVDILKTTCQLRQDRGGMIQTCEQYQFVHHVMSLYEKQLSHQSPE
#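 medium = Bis-Tris buffer pH 6.0, 2.5 mM DTT, 0.005% Tween 20 | test system = STEP (striatal-enriched tyrosine phosphatase) enzyme, cell-free | measure = normalized % inhibition | compound dosing = 20 µM, 1% DMSO | also added = 25 µM OMFP | schedule = reaction 20 min, ambient temperature | measured by = fluorescence read at 480 nm ex / 540 nm em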
# CendR NRP1 mod – alters CendR peptide binding to human NRP-1. O14786. FAM-RPARPAR peptide binding to NRP-1, fluorescence polarization. inhibition, % at 25 µM. 360,000 tested, 0.85% active. AID 602438;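 active means inhibition or corrected inhibition above about 18%, plus a signal ratio from 0.5 to 1.5, limit read from the data, passing the limit was not always enough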; further: strong numbers were not always called active
# LMPTP inh – LMPTP (human) inhibition; P24666; recombinant LMPTP-A, OMFP fluorogenic substrate, fluorescence intensity; inhibition, % at 20 µM; 360,000 tested, 0.22% active;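 active means compounds that cut the enzyme signal by at least half of the control window in the single-dose screen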;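 further: plate controls were DMSO wells with enzyme plus substrate for no effect and substrate without enzyme for full effect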
# Target sequence (P24666 whole entry, looked up): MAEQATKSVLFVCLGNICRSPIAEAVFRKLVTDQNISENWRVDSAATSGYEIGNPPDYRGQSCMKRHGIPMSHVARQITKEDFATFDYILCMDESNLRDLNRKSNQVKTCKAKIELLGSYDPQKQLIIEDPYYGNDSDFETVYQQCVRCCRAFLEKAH
#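 Test system: LMPTP-A phosphatase enzyme. Amount: LMPTP-A at 0.625 nM final in the reaction. Reagent: OMFP substrate, 400 µM final. Times: 50 min at room temperature. Signal: endpoint fluorescence intensity from OMFP dephosphorylation. Read-out basis: % inhibition. Benchmarks: no-enzyme and uninhibited controls.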
# TbMetRS inhib – blocks T. brucei methionyl-tRNA synthetase activity; purified T. brucei MetRS, ATP depletion, Kinase-Glo luminescence; inhibition, % at 11.9 µM; 360,000 tested, 0.4% active; AID 624268;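 active means inhibition above a per-plate cutoff of the control wells' mean inhibition plus 3 SD, cut at about 5.5% in these data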;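 further: 0% = DMSO wells median and 100% = median of wells with control inhibitor compound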
#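 Material – parasite MetRS enzyme · Medium – HEPES-MgCl2-KCl buffer plus DTT, spermine, BSA, pyrophosphatase · Reagent – ATP, methionine and E. coli bulk tRNA substrates · Times – 15 min enzyme-compound preincubation, 2 h reaction, 10 min detection, 25 °C · Measured by – luminescence of leftover ATP · Evaluation – percent inhibition relative to median high and low control wells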
# DNMT1 inh – DNMT1 (human) enzyme inhibition. P26358. DNMT1 molecular beacon, Hinp1I cleavage, fluorescence. inhibition (reported as % activation of signal), % at 10 µM. 360,000 tested, 0.83% active. AID 588458; in the data active means inhibition above about 50%
# Scp-1 inhibitor – inhibitors of human Scp-1 phosphatase. AID 493091. inhibition, % at 20 µM. 340,000 tested, 0.88% active. Recombinant Scp1, phosphopeptide, malachite green phosphate absorbance;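 active means inhibition above about 50% at 20 µM, limit read from the data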;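 further: plate controls were DMSO wells with enzyme for no effect and wells lacking enzyme for full effect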
# Target sequence (Q9GZU7 76-261 limits assumed): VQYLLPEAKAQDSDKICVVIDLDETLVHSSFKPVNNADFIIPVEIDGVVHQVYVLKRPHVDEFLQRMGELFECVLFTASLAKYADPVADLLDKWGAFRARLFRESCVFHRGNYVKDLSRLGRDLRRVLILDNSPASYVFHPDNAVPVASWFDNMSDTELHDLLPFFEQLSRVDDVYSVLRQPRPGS
#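 Assay system: SCP-1 catalytic fragment, aa 76-261 | Buffer or medium: Tris acetate buffer pH 5.5 with MgCl2 and Tween-20 | Compound: One concentration, 20 µM, with 1.0% DMSO | Also added: Phospho 17-mer peptide substrate | Signal: Absorbance at 630 nm | Incubation: 45 min enzyme reaction at room temperature | Measure: % inhibition of SCP-1 phosphate liberation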
# MsrA inhibitor – inhibitors of bovine MsrA; purified bovine MsrA, absorbance read-out; inhibition, % at 15.5 µM; 360,000 tested, 0.75% active; AID 651718; in the data active means inhibition above about 4.5%;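 further: 0% = vehicle wells with enzyme and 100% = reference inhibitor wells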
# SUMO1 PPI mod – alters human SUMO1 binding to SIM partners; P63165; SUMO1 binding to a labelled peptide, TR-FRET, 1 h; inhibition, % at 20 µM; 360,000 tested, 0.33% active; AID 602429; in the data active means inhibition above about 37%
# Target sequence (P63165 whole entry, looked up): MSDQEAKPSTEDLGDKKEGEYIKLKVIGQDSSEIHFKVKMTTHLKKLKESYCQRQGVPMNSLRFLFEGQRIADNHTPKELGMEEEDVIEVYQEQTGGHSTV
# bovine MsrA act – bovine methionine sulfoxide reductase A activation; purified bovine MsrA, absorbance read-out; activation, % at 10.6 µM; 360,000 tested, 0.3% active; AID 602163; in the data active means activation above about 7.5%;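 further: 0% = vehicle and 100% = reference activator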
# E coli Lon inh – inhibitors of E. coli Lon protease | P0A9M0 | purified E. coli Lon protease, fluorescence polarization | inhibition, % at 7.94 µM | 360,000 tested, 0.42% active; in the data active means inhibition above about 13%, passing the limit was not always enough;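 further: 0% = enzyme with probe and DMSO and 100% = no enzyme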
# The depositor's hits bear a star; x = no result given.
SMILES,STEP block,CendR NRP1 mod,LMPTP inh,TbMetRS inhib,DNMT1 inh,Scp-1 inhibitor,MsrA inhibitor,SUMO1 PPI mod,bovine MsrA act,E coli Lon inh
O=C(COC(=O)CN1C(=O)C2CCCCC2C1=O)Nc1ccc(S(=O)(=O)N2CCOCC2)cc1 (centres undefined),-3,8,-1.9,0.1,0,1,0.4,3,-1,7
CCOC(=O)c1cccc(NC(=O)CCc2nnc3ccc(N4CCN(C)CC4)nn23)c1,-2,8,-0.7,-0.4,0,-4,0.4,-5,0,-7
CCOc1ccc(C(CC(=O)O)NC(=O)C2c3ccccc3Oc3ccccc32)cc1 (centres undefined),0,4,-0.5,-0.2,0,-3,1.8,1,0,8
Cc1occc1C(=O)NC1CCCCCC1,2,1,0.1,-1.6,3,-6,1.2,-4,-1,-1
COc1ccc(S(=O)(=O)N2CCC(NC(=O)N3CCOCC3)CC2)cc1,0,13,-0.3,-0.4,-6,6,1.2,3,-1,-1
CCCCC(=O)Nc1ccc2c(c1)nc(CCN1CCN(C)CC1)n2C,-2,-1,-1.6,0.4,1,-4,-0.7,0,0,-14
Cc1cc(Cl)ccc1OCC(O)CNCCc1ccc(S(N)(=O)=O)cc1 (centres undefined),2,5,4.7,0.6,1,5,1.0,5,-10,-8
O=C(CC1SC(N2CCCCC2)=NC1=O)Nc1cccc(C(=O)NCc2ccc(F)cc2)c1 (centres undefined),8,5,-0.5,-0.5,5,7,-1.7,1,-6,7
CC(C)c1cc(C(=O)N2CCCC(N3CCN(c4ccc(F)cc4)CC3)C2)no1 (centres undefined),-2,1,-0.2,-0.3,1,-5,0.6,5,-4,4
Cc1noc(C)c1COC(=O)C1CC(O)CN1S(=O)(=O)c1ccc(Cl)cc1 (centres undefined),1,-2,-2.3,0.3,0,-12,0.6,2,-2,11
Cc1c(-c2cc(Br)ccc2O)nc2cc3c(cc2c1C)OCO3,1,0,-1.3,-1.4,0,-2,2.4,-7,-5,-1
COc1ccc(C(=O)NCCOc2cccc(Oc3ccccc3)c2)cc1OC,0,6,1.0,-0.3,-13,-10,-0.2,-1,-1,2
CCn1c(C)[n+](CCCS(=O)(=O)[O-])c2cc(Cl)c(Cl)cc21,-1,9,-0.6,-0.2,-5,28,1.1,-2,-2,13
O=C(O)c1cccc(N2C(=O)/C(=C/c3ccc(SCc4ccc(Cl)cc4)o3)SC2=S)c1,16,-314,49,0.8,84*,70*,-1.0,70*,-5,-24
C=CCn1c(CSc2nnc(-c3ccccc3)n2C)n[nH]c1=S,0,2,-4.0,-0.6,3,-10,0.3,2,1,-4
O=C(Nc1nc(COc2ccccc2)cs1)C12CC3CC(CC(C3)C1)C2,2,-6,2.9,-0.8,-4,-2,-0.1,-3,0,9
O=C(Nc1cccc(C(=O)O)c1)Nc1ccc2c(c1)OCO2,1,-3,-1.1,-0.6,3,-2,-1.0,3,-8,5
CC1Cc2ccccc2N1c1ncnc2c1nnn2Cc1ccccc1 (centres undefined),0,4,3.5,-0.2,-4,-3,-0.5,-3,-4,-2
O=C(COc1ccccc1Cl)NCCCN1CCOCC1,-2,-3,-0.8,-0.2,2,-7,0.5,3,-3,-6
CCC(=O)N1CCC(C)(C(=O)Nc2ccc(OC)c(OC)c2)C1 (centres undefined),2,-4,-5.2,-0.2,1,x,1.6,2,-5,-1
CC1(C(=O)O)Sc2[nH]c(=O)sc2C2c3ccccc3OC(=O)C21 (centres undefined),-1,6,-1.6,-0.4,-4,-5,-0.1,6,2,1
CC(=O)Nc1cccc(-c2ccnc3c2CC(C)(C(=O)Nc2ccccc2)O3)c1 (centres undefined),-6,-7,-0.1,0.0,-1,x,-0.7,4,-8,-14
CC(C)(C)c1ccc(Cc2n[nH]c(=S)[nH]c2=O)cc1,3,4,-1.8,-0.7,4,-3,0.7,6,-3,2
COc1ccccc1N(CCC#N)C(=O)CSc1ccc2c(c1)OCCO2,1,3,0.4,-0.2,0,-7,0.7,1,0,9
O=C1[C@H]2[C@@H](c3ccc(Cl)cc3)N3C(=O)N(c4cccc(Cl)c4)C(=O)[C@@]3(Cc3ccc(Cl)cc3)[C@H]2C(=O)N1C1CCCCC1,-1,-6,1.3,0.0,-3,-9,0.7,6,-2,-10
Cc1ccc(CSCC(=O)N(C)CC(=O)Nc2ccc(C)cc2)cc1,1,-5,0.0,0.7,4,-5,-0.3,2,-2,6
Cc1ccc(S(=O)(=O)c2nc(-c3ccccc3F)oc2N2CC(C)OC(C)C2)cc1 (centres undefined),0,-1,0.4,-0.4,1,-7,-0.6,5,-1,-6
O=C(Nc1ccccc1)NN1CC(=O)N(c2ccc(Cl)cc2)CC1=O,0,1,-0.4,-0.2,0,-5,0.5,-1,-3,2
CCn1c(COc2ccc(C)cc2)nc2ccccc21,1,-2,-0.5,-1.1,2,-1,-0.3,-2,-8,6
O=C(Nc1ccc(Cl)cc1N1CCOCC1)C1CCCO1 (centres undefined),-2,15,-0.4,-0.4,2,-6,0.2,4,-3,-9

# Ordered by number of heavy atoms (ascending): some entries from above.
SMILES,STEP block,CendR NRP1 mod,LMPTP inh,TbMetRS inhib,DNMT1 inh,Scp-1 inhibitor,MsrA inhibitor,SUMO1 PPI mod,bovine MsrA act,E coli Lon inh
O=C(COc1ccccc1Cl)NCCCN1CCOCC1,-2,-3,-0.8,-0.2,2,-7,0.5,3,-3,-6
COc1ccc(S(=O)(=O)N2CCC(NC(=O)N3CCOCC3)CC2)cc1,0,13,-0.3,-0.4,-6,6,1.2,3,-1,-1
O=C(COC(=O)CN1C(=O)C2CCCCC2C1=O)Nc1ccc(S(=O)(=O)N2CCOCC2)cc1 (centres undefined),-3,8,-1.9,0.1,0,1,0.4,3,-1,7

# (cont.)
SMILES,STEP block,CendR NRP1 mod,LMPTP inh,TbMetRS inhib,DNMT1 inh,Scp-1 inhibitor,MsrA inhibitor,SUMO1 PPI mod,bovine MsrA act,E coli Lon inh
CCCn1nc(NC(=O)C2CCCO2)c2cc3cccc(C)c3nc21 (centres undefined),-3,-10,0.5,-1.0,1,11,-1.0,-3,-10,-9
CN1CCN(C(=O)/C(=C/c2ccc(F)cc2)NC(=O)c2ccccc2)CC1,1,9,-0.7,-0.2,1,-1,0.5,-5,-2,2
COc1ccc(N2CC(C(=O)N[C@@H](CC(C)C)C(=O)NC3CCCCC3)CC2=O)cc1 (some centres undefined),-3,4,-0.2,0.1,4,-6,0.0,0,0,-10
O=C(C(Cl)Cl)N1CC2CCC(CC2)C1,-2,-8,-0.4,-0.1,0,-5,-0.8,-1,-2,-1
CN1CCN(CCCNC(=O)c2ccc(/C=C3\Sc4ccccc4N(Cc4ccc(F)cc4)C3=O)cc2)CC1,3,10,-2.3,-0.5,-1,1,0.0,-118,-2,-7
COc1ccc(CN2CCN(C3CCOCC3)CC2CCO)c(C)c1C (centres undefined),0,-3,-0.9,-0.1,0,-10,-0.8,1,0,6
CCOC(=O)C1NC(=O)CC1c1ccccc1 (centres undefined),0,4,-1.9,0.3,0,-10,1.5,-5,-3,-6
O=C(CN1CCN(c2ccccn2)CC1)NC1CCCCC1,0,11,-2.5,-0.7,2,-9,0.7,4,-5,-8
O=C(NCC1CCCN1S(=O)(=O)c1cccs1)C(=O)Nc1ccccc1F (centres undefined),0,-14,2.4,-0.6,3,x,0.3,-2,-10,-14
O=C(Nn1cnnc1)c1ccc(Cl)c([N+](=O)[O-])c1,-4,-1,-0.8,0.3,-2,-3,0.1,-16,-2,16
O=C(Nc1nc(-c2ccc(S(=O)(=O)N3CCCCCC3)cc2)cs1)c1cccs1,1,-8,0.1,-1.5,-5,-16,1.2,12,-14,-4
CC(C)NC(=O)C1(C)CN(S(C)(=O)=O)CC(=O)N1Cc1cccc(F)c1 (centres undefined),x,8,-0.6,-0.3,x,x,-0.2,0,x,x
O=C(CSc1ccccc1)N1CCN(C(=O)c2ccco2)CC1,2,8,-0.7,2.2,2,-1,1.7,3,-1,1
CCCCOC(=O)CCn1c(=S)oc2ccccc21,0,53*,0.4,-0.2,-2,-3,-0.7,5,21*,-3
COc1ccc(S(=O)(=O)N(C)CC(=O)N2CCN(c3ccc(F)cc3)CC2)cc1OC,-1,2,-0.6,0.1,7,2,0.0,4,0,-3

# Another view of part of the listing above:
SMILES	STEP block	CendR NRP1 mod	LMPTP inh	TbMetRS inhib	DNMT1 inh	Scp-1 inhibitor	MsrA inhibitor	SUMO1 PPI mod	bovine MsrA act	E coli Lon inh
COc1ccc(S(=O)(=O)N2CCC(NC(=O)N3CCOCC3)CC2)cc1	0	13	-0.3	-0.4	-6	6	1.2	3	-1	-1
CCCCC(=O)Nc1ccc2c(c1)nc(CCN1CCN(C)CC1)n2C	-2	-1	-1.6	0.4	1	-4	-0.7	0	0	-14
Cc1cc(Cl)ccc1OCC(O)CNCCc1ccc(S(N)(=O)=O)cc1 (centres undefined)	2	5	4.7	0.6	1	5	1.0	5	-10	-8
O=C(CC1SC(N2CCCCC2)=NC1=O)Nc1cccc(C(=O)NCc2ccc(F)cc2)c1 (centres undefined)	8	5	-0.5	-0.5	5	7	-1.7	1	-6	7
CC(C)c1cc(C(=O)N2CCCC(N3CCN(c4ccc(F)cc4)CC3)C2)no1 (centres undefined)	-2	1	-0.2	-0.3	1	-5	0.6	5	-4	4
Cc1noc(C)c1COC(=O)C1CC(O)CN1S(=O)(=O)c1ccc(Cl)cc1 (centres undefined)	1	-2	-2.3	0.3	0	-12	0.6	2	-2	11

# New compounds follow.
SMILES,STEP block,CendR NRP1 mod,LMPTP inh,TbMetRS inhib,DNMT1 inh,Scp-1 inhibitor,MsrA inhibitor,SUMO1 PPI mod,bovine MsrA act,E coli Lon inh
CCOC(=O)c1ccc2nc(C)c3c(c2c1)OC(C)C3 (centres undefined),0,2,0.0,0.1,-3,-6,-0.1,0,1,4
O=C(c1cc2cc(Cl)ccc2oc1=O)N1CCCCCCC1,1,0,-0.3,-1.4,-1,-5,-0.6,-2,-2,-6
Cc1cc(C)c(-n2c(SCc3nc4ccccc4s3)n[nH]c2=O)c(C)c1,1,0,-0.5,-0.9,-1,-13,-0.2,-2,-5,8
Cc1oc(-c2cccc(F)c2)nc1CN1CCCN(C(=O)c2ccco2)CC1,0,6,-1.3,0.6,-1,6,-0.6,2,-1,-5
CC1CCCCN1CC(=O)Nc1ccc(Oc2ccccc2)cc1 (centres undefined),-1,0,-2.3,-1.9,-3,-2,-1.3,0,3,-3
CC1CCN(S(=O)(=O)c2ccc(NC(=O)CN3C(=O)NC(C)(c4ccccc4)C3=O)cc2)CC1 (centres undefined),1,1,1.7,-0.4,-3,-3,-0.2,8,-2,9
O=C(c1ccco1)N1CCN(Cc2ccccc2F)CC1,1,7,0.3,-1.6,2,-5,-0.5,6,-2,4
